Bioassay records: PubChem, several laboratories
DUSP3 inh: VHR1 phosphatase inhibitors, primary screen, biochemical, absorbance, uHTS; Dual specificity protein phosphatase 3 (Homo sapiens), P51452; recombinant VHR phosphatase, pNPP absorbance; inhibition, % at 13.3 µM; 290,000 tested, 0.52% active; AID 1654, 2009; in the data active means inhibition above about 50%; further: some compounds called inactive have numbers as strong as hits
Target sequence (P51452 whole entry, looked up): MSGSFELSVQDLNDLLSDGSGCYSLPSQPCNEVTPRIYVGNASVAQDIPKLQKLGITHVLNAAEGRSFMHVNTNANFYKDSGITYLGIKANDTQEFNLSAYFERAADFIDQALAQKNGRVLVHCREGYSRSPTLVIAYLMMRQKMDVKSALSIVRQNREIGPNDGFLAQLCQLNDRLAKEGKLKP
Y pestis TopoI: Yersinia pestis topoisomerase I inhibitors, primary screen, biochemical, cleavage product accumulation, plate reader, single point | activity, % at 10 µM | 360,000 tested, 0.064% active | AID 504884, 2011 | Y. pestis Topo-I cleavage product accumulation; in the data active means activity above about 50%, passing the limit was not always enough; inconclusive means no clear call, values can overlap the other calls; further: inactives centre near 2
Anthrax LF prot: Bacillus anthracis LF protease inhibitors, primary screen, biochemical, multiplex microsphere, MLPCN library. inhibition, % at 10 µM. Lethal factor (Bacillus anthracis), P15917. multiplex microsphere protease cleavage assay. 360,000 tested, 0.12% active; further: plate controls were buffer without enzyme for full effect and enzyme alone for no effect
Target sequence (P15917 whole entry, looked up): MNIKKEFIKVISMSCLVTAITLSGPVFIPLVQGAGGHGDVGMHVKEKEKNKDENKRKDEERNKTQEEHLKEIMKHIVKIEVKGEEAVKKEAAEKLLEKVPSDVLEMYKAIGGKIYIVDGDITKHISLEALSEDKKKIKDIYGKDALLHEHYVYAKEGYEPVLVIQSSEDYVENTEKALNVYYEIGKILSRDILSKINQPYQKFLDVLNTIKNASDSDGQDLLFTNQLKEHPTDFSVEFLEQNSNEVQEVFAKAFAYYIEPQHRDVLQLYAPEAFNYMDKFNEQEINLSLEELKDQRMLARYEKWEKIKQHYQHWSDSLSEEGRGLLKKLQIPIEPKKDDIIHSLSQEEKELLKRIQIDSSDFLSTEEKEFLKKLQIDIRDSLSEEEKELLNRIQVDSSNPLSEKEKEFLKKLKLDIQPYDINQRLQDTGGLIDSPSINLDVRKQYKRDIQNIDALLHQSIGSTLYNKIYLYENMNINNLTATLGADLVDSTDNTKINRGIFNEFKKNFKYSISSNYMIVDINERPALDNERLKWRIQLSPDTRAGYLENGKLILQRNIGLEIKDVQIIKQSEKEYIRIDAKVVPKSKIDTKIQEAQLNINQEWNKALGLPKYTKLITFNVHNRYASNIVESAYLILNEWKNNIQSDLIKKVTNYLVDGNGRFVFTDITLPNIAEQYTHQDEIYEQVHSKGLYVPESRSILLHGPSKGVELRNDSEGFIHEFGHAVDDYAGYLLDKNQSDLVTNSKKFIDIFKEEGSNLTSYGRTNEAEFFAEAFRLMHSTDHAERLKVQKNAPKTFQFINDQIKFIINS
3CLpro inhibitor: SARS-CoV 3CLpro protease inhibitors, primary screen, biochemical, quenched FRET; Replicase polyprotein 1ab (Severe acute respiratory syndrome coronavirus), P0C6X7; recombinant SARS-CoV 3CLpro, quenched FRET peptide cleavage; inhibition, % at 6 µM; 290,000 tested, 0.14% active; AID 1706, 2009; in the data active means inhibition above about 12%
PfHsp40 rescue: rescue of yeast from PfHsp40 toxicity, primary screen, S. cerevisiae, ATP luminescence; S. cerevisiae expressing PfHsp40, growth rescue; growth rescue, % at 12.5 µM; AID 504582, 2011; 340,000 tested, 0.68% active; in the data active means growth rescue above about 28%, passing the limit was not always enough; inconclusive means no clear call, values can overlap the other calls;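 further: yeast W303a lacking pdr1 and pdr3 grown in galactose medium; growth measured after three days at 30 °C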
BoNT-A LC inh2: BoNT/A light chain protease inhibitors, primary screen, biochemical, flow cytometry, MLPCN library | AID 588499, 2011 | inhibition, % at 10 µM | Botulinum neurotoxin type A light chain protease (Clostridium botulinum A str. ATCC 3502) | multiplex microsphere protease substrate cleavage | 360,000 tested, 0.17% active; further: plate controls were buffer without enzyme for full effect and enzyme alone for no effect
CCHF vOTU inh: CCHFV vOTU protease inhibitors, primary screen, biochemical, Pep-AMC substrate, fluorescence | inhibition, % at 11.5 µM | 370,000 tested, 0.55% active | AID 651958, 2012; in the data active means inhibition above about 30%; further: 0% = vehicle wells with enzyme and 100% = no enzyme wells
TcdB GH inh: TcdB glycohydrolase inhibitors, primary screen, biochemical, single point, plate reader; Toxin B (Clostridioides difficile), P18177; TcdB glycohydrolase enzymatic assay; inhibition, % at 9.99 µM; 350,000 tested, 0.24% active; AID 652162, 2013; in the data active means inhibition above about 10%
SSB-PriA inh: inhibitors of Klebsiella pneumoniae PriA binding to SSB C-terminal tail, primary screen, biochemical, AlphaScreen. 430,000 tested, 0.6% active. AlphaScreen SSBct-PriA binding, biotinylated peptide. AID 1272365, 2023. inhibition, % at 33 µM. PriA–SSB C-terminal tail interaction (Klebsiella pneumoniae); in the data active means inhibition mostly above about 37%, no sharp cut-off; inactive means mostly below about 20%;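 further: plate controls were negative control peptide for no effect and reference peptide for full effect; strong numbers were not always called active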
Vc quorum ag: inducers of Vibrio cholerae quorum light production without autoinducers, primary screen, BH1578 luxS cqsA deficient, single point; AID 588436, 2011; 350,000 tested, 0.16% active; V. cholerae BH1578 lux reporter, luminescence, 6 h; activation, % at 18.7 µM; in the data active means activation mostly above about 9.7%, no sharp cut-off; inconclusive means no clear call, values can overlap the other calls; inactive means mostly below about 3.7%; further: not every result past the cut was called active; inactives centre near 0; reference of the scale not given here
* hit, by the source's call; i = inactive; ? = inconclusive; . = no result given; & = joins results of further samples. Unless noted, no stated cut-off is given here; in the data, active means inhibition above about 30%; inconclusive means no clear call, values can overlap the other calls; inactive means below that. Some of the compounds tested; rates above refer to the full screens.

SMILES | DUSP3 inh | Y pestis TopoI | Anthrax LF prot | 3CLpro inhibitor | PfHsp40 rescue | BoNT-A LC inh2 | CCHF vOTU inh | TcdB GH inh | SSB-PriA inh | Vc quorum ag
COc1ccc(OC)c(N(CC(=O)N2CCCC2)S(=O)(=O)c2ccc(OC)c(OC)c2)c1 | -7.5 | 2.2 | -3.1 | -3.4 | 0.4 | -0.8 | -0.3 | . | -3.5 | i
COc1ccc(OC)c(C2NC(=O)c3sc(=S)n(-c4ccccc4)c3N2)c1 (configuration not stated) | -19.2 | -7.5 | 3.1 | -3.0 | 0.7 | -0.7 | 2.6 | . | -1.6 | -0.3
CCCCN(C)CCCNC(=O)Cn1cc2c(n1)-c1c(oc(C(=O)N3CCCC3)c1C)CC2 | . | 9.1 | -4.3 | . | . | -0.4 | -3.0 | 0.8 | . | 0.5
O=C(CSc1ccc(-c2ccccc2)nn1)N1CCCc2ccccc21 | -6.1 | 17.7 | -6.4 | 7.3 | 10.5 | -1.6 | -0.5 | 0.5 | -16.3 | i
N#Cc1cccc(C(c2nnnn2Cc2ccccc2)N2CCCC2)c1 (configuration not stated) | 20.8 | 4.7 | -5.5 | -0.4 | 0.2 | -0.6 | -1.4 | 0.9 | -11.5 | -0.3
COc1cccc(N2CCN(S(=O)(=O)c3ccc4ccccc4c3)CC2)c1 | . | -11.3 | 4.8 | . | -0.9 | 4.4 | 3.5 | 3.3 | -1.1 | -2.8
CCN(CC)c1ccc(C(=O)c2ccccc2C(=O)O)c(O)c1 | 0.9 | 0.8 | -2.3 | 0.2 | 0.0 | ? | 22.2 | . | -1.3 | -1.9
CN(NS(C)(=O)=O)c1c(C#N)c(C(F)(F)F)nn1C | 35.7 | -6.8 | -0.7 | -0.7 | -1.8 | -0.4 | 0.9 | 0.1 | 3.2 | -0.6
Cc1ccc(CNC(=O)Cn2c(=O)n(CC(=O)N3CCCCC3)c(=O)c3sccc32)cc1 | -14.6 | -1.0 | -2.0 | -0.6 | 1.3 | -0.6 | 14.4 | 0.2 | -1.0 | i
Cc1cccc(/C=N/NC(=O)c2ccc3c(c2)OCCO3)c1O | 16.5 | -7.0 | -2.6 | 4.1 | 0.5 | -3.1 | 16.9 | -1.1 | . | -0.3
CCCn1c(SCC(=O)NC2CCCCC2C)n[nH]c1=O (configuration not stated) | 28.4 | 2.3 | -1.2 | 0.7 | -1.2 | 0.7 | -1.4 | . | 0.3 | 7.7
COc1cc(C2C3=C(COC3=O)Oc3cc4c(cc32)OCO4)ccc1OC(C)=O (configuration not stated) | . | 9.7 | -0.5 | . | -1.8 | 0.1 | 4.8 | 0.3 | -8.2 | i
Cc1ccc(-n2nc(C)c(NS(=O)(=O)c3ccccc3)c2C)cc1C | -1.7 | 5.5 | -2.7 | 4.3 | 0.0 | -0.5 | -8.9 | . | -3.4 | -0.4
CC1Cc2nc(SCC(=O)Nc3ccc4c(c3)OCO4)n(-c3ccc(F)cc3)c(=O)c2S1 (configuration not stated) | 18.1 | 18.3 | -0.8 | . | 0.4 | -0.5 | -1.9 | 1.0 | -6.3 | -0.2
COc1cccc2cc(C(=O)c3ccc([N+](=O)[O-])cc3)oc12 | 5.2 | -3.5 | 0.4 | 7.3 | 0.4 | -2.4 | 8.5 | 0.7 | 7.2 | i
CCCCN=C(C)c1c(O)c2ccccc2oc1=O | 25.9 | 2.0 | -0.6 | 5.7 | 4.2 | -1.0 | 16.9 | . | -12.1 | i
CC(CC(=O)NCCc1ccc(S(N)(=O)=O)cc1)c1ccccc1 (configuration not stated) | 25.0 | -1.2 | . | 2.4 | 0.7 | . | -1.5 | 0.0 | -16.3 | -0.4
CCN1CCN(C(=O)c2ccccc2N(Cc2ccccc2)S(=O)(=O)c2ccc(C)cc2)CC1 | 24.9 | 12.8 | -2.6 | 0.8 | -0.7 | ? | 7.0 | . | 1.5 | -0.2
O=C(CCCCCn1c(=S)[nH]c2ccc(Br)cc2c1=O)NCC1CCCO1 (configuration not stated) | 15.8 | -1.2 | -6.4 | -1.6 | -0.7 | 0.3 | -5.2 | . | -0.7 | .
CCC(C)C(NC(=O)/C(=C\c1ccccc1)NC(=O)c1ccc(OC)cc1)C(=O)O (configuration not stated) | 15.1 | -9.1 | -5.6 | 1.0 | -1.8 | -1.3 | -4.2 | -0.9 | -7.7 | i
CCN(CC)CCCNC(=O)c1cc2c(=O)n(CC)c3ccccc3c2s1 | 41.1 | 2.2 | 7.9 | -14.2 | -1.4 | -0.2 | -72.0 | 0.3 | -3.7 | i
O=C1[C@@H]2[C@@H]3C[C@@H]([C@H]4ON=C(c5ccc(Cl)cc5)[C@@H]34)[C@@H]2C(=O)N1c1ccc2c(c1)OCO2 | 4.0 | 3.2 | 1.2 | 1.4 | 2.5 | 1.4 | 0.1 | -3.4 | -23.0 | i
CCC(c1nnnn1-c1c(C)cccc1C)N1CCN(CCN2CCOCC2)CC1 (configuration not stated) | . | . | -6.7 | . | . | 0.2 | 10.1 | 0.9 | . | .
CCOC(=O)C1CCCN(c2c(N3CCOCC3)c(=O)c2=O)C1 (configuration not stated) | 25.0 | 8.7 | -3.1 | 2.5 | -1.6 | -1.3 | 2.2 | 2.0 | -4.9 | .
O=C(CN1CCN(Cc2ccccc2Cl)C1=O)N1CCCCCC1 | 16.6 | 3.6 | -2.3 | 3.4 | -1.0 | 0.3 | 1.2 | . | -5.5 | i
CCc1nn2c(N3CCOCC3)cc(C)nc2c1-c1ccc(F)cc1 | 1.8 | -5.1 | -0.1 | -3.5 | -0.5 | 0.1 | 10.0 | . | -12.6 | i
COc1ccc(OC)c(-c2csc(NC(=O)CSCc3c(C)noc3C)n2)c1 | . | 19.0 | -6.2 | . | -0.1 | 1.5 | -5.7 | -0.7 | -8.4 | -2.8
CC(=O)C1CCC2C3CCC4=CC(=O)CCC4(C)C3C(O)CC12C (configuration not stated) | . | -6.5 | -0.8 | . | . | 1.2 | 1.3 | -3.3 | . | -0.3
O=C(Nc1ccc2c(c1)OCCO2)c1ccncc1 | 19.2 | -5.7 | 0.6 | 3.8 | -2.5 | -0.8 | 6.9 | . | -4.0&-11.9 | i
COCCNC(=O)C(OC(=O)C1=Cc2ccccc2OC1)C(C)C (configuration not stated) | -3.8 | -4.3 | -2.0 | 3.5 | -1.2 | -0.7 | 2.5 | -0.4 | -4.3 | -0.2
CCOc1cc(C(=O)Nc2ccc(N3CCN(C(C)=O)CC3)cc2)cc(OCC)c1OCC | 21.9 | 4.9 | 6.6 | -2.5 | 1.7 | -0.3 | 20.1 | -4.3 | -1.4 | 0.5
C#CCOCCOCCOCCNc1nc(N2CCOCC2)nc(N2CCN(C(=O)[C@H](CC(N)=O)n3cc([C@@H](N)C(C)C)nn3)CC2)n1 | . | 1.9 | -9.3 | . | -0.7 | -0.5 | -5.5 | -0.5 | 1.2 | -0.3
Cc1c(Cl)cccc1N(Cc1ccc(C(=O)O)cc1)S(=O)(=O)c1ccccc1 | 9.0 | 12.6 | -4.6 | 4.0 | 4.4 | -0.6 | 9.6 | -3.1 | -9.3 | -1.5
COc1cc(NC(=O)c2cc(-c3ccc4c(c3)OCO4)on2)cc(OC)c1OC | 18.7 | 10.6 | -4.8 | -2.7 | 0.1 | -2.6 | 16.0 | -0.9 | 0.3 | -0.2
O=C1c2ccccc2C(=O)N1CC1c2ccccc2CCN1S(=O)(=O)c1cnc[nH]1 (configuration not stated) | 14.5 | 11.0 | 4.2 | -0.5 | 0.5 | 1.8 | 7.1 | . | 6.1 | -0.3
COc1ccc(CCN2C(=O)CC(Sc3ncccc3C(=O)O)C2=O)cc1OC (configuration not stated) | 8.3 | -11.2 | 1.5 | -2.9 | 0.4 | -0.3 | -1.6 | . | -1.0&-4.9 | -18.4
CC1(C)CC(NC(=O)C23CCC(C)(C(=O)C2=O)C3(C)C)CC(C)(C)N1 (configuration not stated) | -19.0 | 3.3 | 4.9 | -3.5 | 0.1 | -0.3 | 7.7 | 0.6 | -7.4 | -0.2
Cn1c(=O)[nH]c(=O)c2c1nc(N1CCN(CCO)CC1)n2CCSc1nc2ccccc2s1 | 25.2 | 9.7 | -3.1 | -2.0 | -0.8 | 0.5 | -7.0 | 1.5 | -5.3 | -1.0
C[C@H](CO)N1C[C@H](C)[C@@H](CN(C)S(=O)(=O)c2cn(C)cn2)Oc2ncc(Br)cc2C1=O | . | 0.1 | -2.7 | . | . | -0.2 | -13.1 | 0.8&-0.5 | . | -0.6
Nc1cc(=O)nc(SCC(=O)NCc2ccccc2)n1CCc1ccccc1 | 25.6 | -2.5 | 3.5 | 4.6 | -0.1 | 1.6 | -3.3 | . | -7.7 | -0.4
COc1cc(CNc2ccc3[nH]c(=O)[nH]c3c2)ccc1OCc1ccccc1Cl | -3.8 | 21.4 | -11.4 | 1.3 | 1.4 | -1.7 | 4.2 | 1.3 | 12.9 | -7.7
CSc1sc(C(=O)NCC2CC2)c(-c2cccs2)c1C#N | 9.1 | 11.4 | -8.1 | 0.3 | 0.4 | -1.6 | 2.3 | -0.6 | -15.9 | i
COC(=O)c1ccc(NC(=O)C2CCCN(S(C)(=O)=O)C2)cc1 (configuration not stated) | 21.9 | 7.6 | -1.2 | 2.7 | -2.4 | -0.1 | -5.2 | 0.3 | -8.3 | -0.2
CC(=O)Nc1cccc2c1C(=O)NC2=O | 6.7 | -0.3 | -0.8 | 4.0 | 0.3 | -0.8 | -9.5 | . | -7.9 | i
CC(=O)Nc1ccc2ccccc2c1[N+](=O)[O-] | . | 1.6 | 3.9 | . | 1.4 | -0.4 | 2.9 | 0.8 | -7.1 | i
CCOC(=O)N1CCC(N2CC34C=CC(O3)C(C(=O)O)C4C2=O)CC1 (configuration not stated) | 10.8 | -7.1 | 0.6 | -3.9 | -1.7 | 0.0 | 0.6 | 1.1 | -10.1 | -0.2

Ordered by molecular weight (ascending): 4 of the compounds above.
SMILES | DUSP3 inh | Y pestis TopoI | Anthrax LF prot | 3CLpro inhibitor | PfHsp40 rescue | BoNT-A LC inh2 | CCHF vOTU inh | TcdB GH inh | SSB-PriA inh | Vc quorum ag
O=C(Nc1ccc2c(c1)OCCO2)c1ccncc1 | 19.2 | -5.7 | 0.6 | 3.8 | -2.5 | -0.8 | 6.9 | . | -4.0&-11.9 | i
COc1ccc(OC)c(C2NC(=O)c3sc(=S)n(-c4ccccc4)c3N2)c1 (configuration not stated) | -19.2 | -7.5 | 3.1 | -3.0 | 0.7 | -0.7 | 2.6 | . | -1.6 | -0.3
Cc1c(Cl)cccc1N(Cc1ccc(C(=O)O)cc1)S(=O)(=O)c1ccccc1 | 9.0 | 12.6 | -4.6 | 4.0 | 4.4 | -0.6 | 9.6 | -3.1 | -9.3 | -1.5
Cn1c(=O)[nH]c(=O)c2c1nc(N1CCN(CCO)CC1)n2CCSc1nc2ccccc2s1 | 25.2 | 9.7 | -3.1 | -2.0 | -0.8 | 0.5 | -7.0 | 1.5 | -5.3 | -1.0
